Assay outcomes (PubChem BioAssay)
TbREL1 primary: TbREL1 RNA ligase inhibitors, primary screen, biochemical, FRET fluorescence; inhibition, % at 9.66 µM; RNA-editing ligase 1, mitochondrial (Trypanosoma brucei brucei), P86926; AID 1117264, 2014; actives 0.49% (n = 89,000); TbREL1 RNA ligation;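 active = inhibition above the mean inhibition across all screened compounds plus 3 SD, cut at about 11% in these data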;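 also: 0% = plate median of test wells and 100% = NSC42067 control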
Target sequence (P86926 whole entry, looked up): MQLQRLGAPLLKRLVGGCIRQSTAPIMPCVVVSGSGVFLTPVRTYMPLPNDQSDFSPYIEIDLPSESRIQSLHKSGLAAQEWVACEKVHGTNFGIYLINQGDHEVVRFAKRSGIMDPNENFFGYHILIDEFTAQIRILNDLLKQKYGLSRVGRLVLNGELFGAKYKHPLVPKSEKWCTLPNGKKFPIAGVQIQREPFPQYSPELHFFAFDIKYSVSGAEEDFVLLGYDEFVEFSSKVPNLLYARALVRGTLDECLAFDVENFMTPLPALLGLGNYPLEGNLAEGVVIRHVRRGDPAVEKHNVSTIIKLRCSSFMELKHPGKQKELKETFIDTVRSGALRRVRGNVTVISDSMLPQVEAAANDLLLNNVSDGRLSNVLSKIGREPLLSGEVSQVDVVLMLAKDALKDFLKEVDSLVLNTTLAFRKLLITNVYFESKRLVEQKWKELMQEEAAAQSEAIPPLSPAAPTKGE
The depositor's hits bear a star. Some of the compounds tested, so the mix of outcomes need not match the whole.

TbREL1 primary	Compound
-3	COc1ccc(Br)cc1CNC(=O)C1CCN(S(=O)(=O)N2CCCCC2)CC1
2	Cc1cc(C)cc(NS(=O)(=O)c2ccc(-c3cnc(C4CC4)o3)cc2)c1
0	Cc1cc(OCC(=O)N2CCOCC2)ccc1NC(=O)c1ccccc1C
-1	CCOC(=O)CSC1=N/C(=C\c2cccnc2)C(=O)N1c1ccc(OC)cc1
0	CC(C)(C)NC(=O)NC(=O)CSc1nnc2ccccn12
-2	O=C(Cc1ccccc1F)NCC1(N2CCOCC2)CCCCC1
0	Cc1cccc(NC(=S)N(Cc2cccs2)Cc2cc3cc(C)cc(C)c3[nH]c2=O)c1
-8	Cc1ccccc1NC1=NC(=S)N(c2ccccc2)C12CCOC(C)(C)C2 (stereo not drawn)
-1	CC1=CC(C)(C)N2C(=O)C3(NCCc4c3[nH]c3ccccc43)c3cc(C)cc1c32 (stereo not drawn)
1	Cc1ccccc1CSCCNC(=O)c1ccc(N(C)S(=O)(=O)c2ccccc2)cc1

(more compounds)
TbREL1 primary	Compound
-1	Cc1ccc(S(=O)(=O)CCC(=O)OCC(=O)c2c(N)n(CC(C)C)c(=O)n(C)c2=O)cc1
7	O=C(NC1CC1)C1CCN(S(=O)(=O)c2ccc(Cl)cc2)CC1
1	CCN(C(=O)COC(=O)c1cccnc1SC)c1c(N)n(Cc2ccccc2)c(=O)[nH]c1=O
-2	O=C(CSc1nncs1)Nc1cccc2ccccc12
-3	Cc1ccccc1OCC(=O)NCC(=O)N/N=C/c1ccc(Br)o1
5	Cc1cccn2c(=O)c3cc(C(=O)NC4CCCCCC4)sc3nc12
0	COc1ccccc1CNC(=O)C1CCN(S(=O)(=O)c2ccc(-n3cnnn3)cc2)CC1
1	Cc1ccsc1C(=O)Nc1n[nH]c(C(F)(F)F)n1
-4	Cc1cc(SCC(=O)Nc2c(C)n(C)n(-c3ccccc3)c2=O)nc2ccccc12
-2	COc1ccccc1N1CCN(C(=O)c2cc3c(C)nn(-c4ccccc4)c3s2)CC1

Rewritten with tabs: 6 of the compounds above.
SMILES	TbREL1 primary
O=C(CSc1nncs1)Nc1cccc2ccccc12	-2
Cc1ccccc1OCC(=O)NCC(=O)N/N=C/c1ccc(Br)o1	-3
Cc1cccn2c(=O)c3cc(C(=O)NC4CCCCCC4)sc3nc12	5
COc1ccccc1CNC(=O)C1CCN(S(=O)(=O)c2ccc(-n3cnnn3)cc2)CC1	0
Cc1ccsc1C(=O)Nc1n[nH]c(C(F)(F)F)n1	1
Cc1cc(SCC(=O)Nc2c(C)n(C)n(-c3ccccc3)c2=O)nc2ccccc12	-4

Next section.
TbREL1 primary	Compound
-1	Cc1nn(CC(=O)Nc2ccncc2)c(C)c1[N+](=O)[O-]
0	CCN(C(=O)COC(=O)c1cncc(Br)c1)C1CCS(=O)(=O)C1 (stereo not drawn)
-2	CCc1ccccc1OCC(=O)Nc1cc(S(=O)(=O)N(CC)CC)ccc1N1CCOCC1
-3	CC1=C(C(=O)OCC2CCCO2)C(c2coc3ccc(Cl)cc3c2=O)C2=C(CCCC2=O)N1 (stereo not drawn)
1	O=C(Nc1cccc(S(=O)(=O)NC2=NCCC2)c1)c1cc(=O)[nH]c2ccccc12
1	O=C(OCC(=O)N1CCCC1)c1c(Cl)cccc1Cl
-9	COCCCNC(=S)N1CCN(c2nc(C)nc3sc4c(c23)CCCC4)CC1
3	COc1ccc(-c2coc3c(C(=O)NCc4ccc(C(F)(F)F)cc4)cccc23)c(C)c1
-1	CC1CCC(NC(=O)c2ccc(COc3ccccc3)o2)CC1 (stereo not drawn)
6	CCOC(=O)CSc1nc2sc(C(=O)O)c(C)c2c(=O)[nH]1

Next part
TbREL1 primary	Compound
8	COc1cccc(NC(=O)CCS(=O)(=O)c2cc3c(cc2Cl)NC(=O)CO3)c1
1	Cc1ccc(C)c(NC(=O)c2cc(-c3ccccc3)nn2-c2ccccc2)c1
-3	CCOCCOCCC(C(=O)OCC)P(=O)(c1ccccc1)c1ccccc1 (stereo not drawn)
-1	CCCc1c(C(=O)OCC)[nH]c2c1C(=O)CCC2
1	COCCNC(=O)CSc1nnc(-c2ccccc2)c(-c2ccccc2)n1
2	CSCCC(NS(=O)(=O)c1cccs1)C(=O)NCc1cccs1 (stereo not drawn)
-2	Cc1noc(C)c1-c1nnc(-c2ccc(OC(F)(F)F)cc2)o1
-2	Cc1ccc(OCC(=O)Nc2cc(NC(=O)COc3ccc(C)c(C)c3)cc(C(=O)O)c2)cc1C
-2	Cc1cccc(NS(=O)(=O)c2cc(C(=O)N3CCN(C)CC3)ccc2C)c1
-1	Cc1ccc(S(=O)(=O)NCCC(=O)NCc2cccnc2)cc1

Other compounds.
TbREL1 primary	Compound
2	O=C(OCC(=O)N1c2ccccc2Sc2ccccc21)c1ccc[n+]([O-])c1
-1	CC(C)Oc1cccc(NC(=O)C2(C)CCN2C(C)C)c1 (stereo not drawn)
-1	C=CCn1c(SCC(=O)Nc2ccc(OC)cc2)nc2c([nH]c3ccccc32)c1=O
1	COc1ccc(C(=O)Cc2ccc3c(c2)OCO3)c(O)c1
1	O=C(NCCc1ccc2c(c1)OCO2)c1cc(-c2ccccc2)c(N2CCOCC2)s1
0	Nn1c(SCc2cccc(C(F)(F)F)c2)nnc1-c1ccco1
12*	COc1ccc(Cl)cc1N(CC(=O)N1CCCC1)S(=O)(=O)c1ccc(C)cc1
2	O=C(CSc1nccn1Cc1ccccc1)Nc1nccs1
5	Cn1c(-c2ccccc2)cnc1SCC(=O)N1CCCCC1
-4	CCOC(=O)/C(C#N)=C1/C=C(C)c2ccccc2N1

Remaining list, next part.
TbREL1 primary	Compound
1	Cc1[nH]c2ccccc2c1/C=C(\C#N)S(=O)(=O)c1ccccc1
0	COc1ccc(C(=O)COc2nc(C)cc(C)c2C#N)cc1
2	COc1ccc(CC(=O)Nc2cccc3ccccc23)cc1OC
1	O=C1N(CCCCN2C(=O)C3(OCCO3)c3ccccc32)c2ccccc2C12OCCO2
2	O=C(O)CSc1nc2ccccc2[nH]1
0	CCOC(=O)CSc1nc2ccccc2c(=O)n1CC1CCCC1
-1	Cc1cc(C)c(C)c(S(=O)(=O)N2CCC(C(=O)NCc3ccco3)CC2)c1C
-5	CC(=O)Nc1ccc(C(=O)OCC(=O)Nc2ccc(N3CCOCC3)cc2)cc1
-1	COc1ccc(COc2cccc3ccc(C)nc23)cc1F
8	O=C(O)c1nccnc1C(=O)NCCc1c[nH]c2ccccc12

The results go on:
TbREL1 primary	Compound
1	Cc1ccc(C)n1-c1nnc(N2CCC(C(=O)N3CCN(C)CC3)CC2)s1
1	COc1cc2oc3ccc(C#Cc4ccccn4)cc3c(=O)c2cc1OC
1	COc1ccc(C(=O)OCc2c(-c3ccccc3)ncc3ccccc23)cc1
-1	COc1ccc(C(=O)NCc2nnc(SCC(=O)N3CCCCCC3)o2)cc1OC
0	Cc1ccccc1-c1cc(C(=O)Nc2sc(C)c(C)c2C(N)=O)c2ccccc2n1
0	CCCOc1ccccc1NC(=O)c1c(-c2ccccc2)noc1C
1	O=C(Cn1nnc(-c2cccs2)n1)NCc1cccs1
-1	O=C(CN1CCOCC1)OCCCc1ccccc1
2	CC1CCN(C(=O)c2ccc(S(=O)(=O)N3CCOCC3)cc2)CC1
9	CC(C)C[C@H](NC(C)(C)C(=O)NC1CCCCC1)C(=O)NCC(c1ccccc1)c1ccccc1

Reprinted at random: three entries already listed
TbREL1 primary	Compound
0	Cc1ccccc1-c1cc(C(=O)Nc2sc(C)c(C)c2C(N)=O)c2ccccc2n1
-1	O=C(CN1CCOCC1)OCCCc1ccccc1
1	Cc1ccc(C)n1-c1nnc(N2CCC(C(=O)N3CCN(C)CC3)CC2)s1

Continued.
TbREL1 primary	Compound
1	O=C(Nc1ccccc1Br)c1ccc2nccnc2c1
4	Cc1ccc2nc(SC(C)C(=O)N3CCCCC3)[nH]c2c1 (stereo not drawn)
1	COc1ccc(S(=O)(=O)Cc2ccc(C(=O)NCCCN3CCc4ccccc4C3)o2)cc1
0	CC(NC(=O)c1ccc2ccccc2n1)c1ccc(S(N)(=O)=O)cc1 (stereo not drawn)
-1	O=C(CSc1ccc(-c2ccco2)nn1)NCc1ccc(Cl)cc1
-2	CS(=O)(=O)c1ccc(NC(=O)CCCc2nc3ccccc3c(=O)[nH]2)cc1
0	CN1CCN(C(=O)Nc2ccc([N+](=O)[O-])cc2)CC1
-3	O=[N+]([O-])c1cc(-c2csc(NCCc3nc4cc(Cl)c(Cl)cc4n3CCCO)n2)ccc1Cl
-2	CCn1ncc(NC(=S)Nc2ccc3c(c2)OCO3)c1C(N)=O
3	Cc1nn(Cc2noc(C(=O)NCCCn3ccnc3)n2)c(C)c1Br

(listing goes on)
TbREL1 primary	Compound
1	COc1ccccc1NC(=O)CN1CCN(C2c3ccccc3-c3ccccc32)CC1
0	COc1cc([N+](=O)[O-])ccc1NC(=O)COC(=O)C1=NN(c2ccccc2)C(=O)CC1
1	COc1ccc(Cl)cc1NC(=O)Nc1ccc(Br)cn1
-3	Cc1nc2nc(SCc3nc4ccccc4[nH]3)[nH]c2cc1Br
0	C[C@@H](c1ccccc1)N1C[C@@H](COCc2ccccc2)Oc2cc(N3CCC[C@H]3C(N)=O)ccc2S1(=O)=O
0	Cc1ccc(NCCC(=O)c2cccc([N+](=O)[O-])c2)c(C)c1
4	Cc1cc(NC(=O)CCC(=O)N(CC(=O)NCC2CCCO2)c2cccc(C)c2C)no1 (stereo not drawn)
7	Cn1c(=O)oc2cc(S(=O)(=O)N3CCN(c4cccc(C(F)(F)F)c4)CC3)ccc21
2	CNc1nc2[nH]c(=O)c3c(c2s1)OC(N)=C(C#N)C3c1ccccc1 (stereo not drawn)
-3	O=C1CN(S(=O)(=O)c2cccc(Cl)c2Cl)c2ccccc2N1

Next structures follow.
TbREL1 primary	Compound
4	CC[C@]12c3[nH]c4ccc(OC)cc4c3CCN1C(=O)C(CC(=O)NCCc1ccccn1)C[C@@H]2C(=O)N1CCN(C(=O)C2CC2)CC1 (stereo partly drawn)
-2	O=C(c1cnn2c(C(F)(F)F)cc(-c3cccs3)nc12)N1CCCC1
-4	CCN(CC)c1ccc(-c2nc3cnccc3n2C)cc1
0	CCOC(=O)C1(C)C(C(=O)OC)=C(c2ccc(OC)cc2)c2ccccc2N1C(=O)OC (stereo not drawn)
-1	O=C(COc1ccccc1)Nc1cccc(-c2nc3cc4ccccc4cc3[nH]2)c1
-1	Cc1ccc(S(=O)(=O)N(C)CC(=O)N2CCN(C(=O)c3ccco3)CC2)cc1
5	CC(C)NC(=O)c1cc(-c2ccco2)nn1-c1ccc(Cl)cc1
2	Cc1nn(C)c(C)c1NC(=O)C12CC3CC(CC(C3)C1)C2
6	Cc1nn(C)c(C(=O)N/N=C/c2cccnc2)c1Br
-2	CC1CCc2nn(CC(=O)N3CCCCCC3)cc2C1 (stereo not drawn)

Next entries follow:
TbREL1 primary	Compound
-6	CC(C)C[C@@H](CN1CCCC1CN1C(=S)NC[C@@H]1Cc1ccc(O)cc1)N1C[C@H](Cc2ccccc2)N(CC2CCCCCC2)C1=S (stereo partly drawn)
2	c1ccc(-c2csc3nnc(SCc4ccc5c(c4)OCO5)n23)cc1
0	CCOc1ccc2nc(NC(=O)C(NS(=O)(=O)c3cccc4nsnc34)C(C)C)sc2c1 (stereo not drawn)
3	COc1ccccc1OCC(=O)Nc1ccccc1C(=O)NCc1cccnc1
-1	O=C(O)C1CCN(C(=O)CSc2nc3ccccc3c(=O)n2-c2ccc(Cl)cc2)CC1
-2	O=C(CN1CCN(Cc2ccccc2)CC1)NC(=O)NCc1ccco1
6	Clc1ccc(CON/C=N/c2ncnc3sccc23)c(Cl)c1
0	CCC1(c2ccc(F)cc2)NC(=O)N(CC(=O)Nc2ccc3c(c2)OCCO3)C1=O (stereo not drawn)
2	N=c1n(CC(=O)c2ccc([N+](=O)[O-])cc2)c2ccccc2n1Cc1ccccc1
7	CC(C)Cc1nnc(NC(=O)C2CCCC2)s1

Following part
TbREL1 primary	Compound
-1	Cc1ccc2c(c1)N(CCC(=O)NCc1ccco1)C(=O)CO2
6	Cc1ccc(S(=O)(=O)N(C)C)cc1NC(=O)COC(=O)CCNS(=O)(=O)c1ccccc1
1	CSc1ncccc1C(=O)OCC(=O)NCCc1ccccc1
-1	COC(=O)c1cc(-c2ccc(S(=O)(=O)N3CCCC(C)C3)cc2)c(C(F)(F)F)s1 (stereo not drawn)
-1	O=C(NNC(=S)Nc1ccccc1)C1CC1
6	COc1ccc(/C=N/NC(=O)c2ccc(Br)cc2)c(OC)c1
1	O=C1C=C(c2cc(Cl)cc(Cl)c2)C[C@@H](c2ccc3c(c2)OCO3)C1
-1	O=C(NC(=S)N1CCCCC1)c1cccnc1
-5	COc1cccc(N2CCN(C(=O)c3ccc4nc(N5CCCCC5)sc4c3)CC2)c1
0	COC(=O)c1ccc(C(C(=O)NCc2ccccc2)N(Cc2ccco2)C(=O)c2cnccn2)cc1 (stereo not drawn)

Some of these compounds in order of number of heavy atoms, rising:
TbREL1 primary	Compound
-1	O=C(NNC(=S)Nc1ccccc1)C1CC1
-1	O=C(NC(=S)N1CCCCC1)c1cccnc1
6	COc1ccc(/C=N/NC(=O)c2ccc(Br)cc2)c(OC)c1
-5	COc1cccc(N2CCN(C(=O)c3ccc4nc(N5CCCCC5)sc4c3)CC2)c1
6	Cc1ccc(S(=O)(=O)N(C)C)cc1NC(=O)COC(=O)CCNS(=O)(=O)c1ccccc1
0	COC(=O)c1ccc(C(C(=O)NCc2ccccc2)N(Cc2ccco2)C(=O)c2cnccn2)cc1 (stereo not drawn)

The list continues.
TbREL1 primary	Compound
2	CCOC(=O)c1ccc(NC(=O)c2nn(CC)cc2Br)cc1
1	CC(=O)Oc1cccc(/C=c2\sc3nc(-c4ccco4)nn3c2=O)c1
0	C=CCn1c(COc2ccc(F)cc2)nnc1SCC(=O)NC1CC1
2	NNC(=O)Cn1nc(Cc2ccccc2)n(N)c1=O
-7	C/C(=N\NC(=S)Nc1ccccc1C)c1cc2ccccc2o1
0	CCC1C(=O)Nc2ccccc2N1C(=O)COc1ccccc1 (stereo not drawn)
4	CCC(C)(C)c1nnc(NC(=O)CCC2CCCCC2)s1
-1	O=C(c1ccc(N2CCCCC2)c([N+](=O)[O-])c1)N(Cc1ccccc1)c1ccccn1
